# Compound activity (PubChem BioAssay)
# PMI inhibition: human PMI inhibitors, high substrate, primary screen, biochemical, fluorescence intensity, high mannose 6-phosphate (AID 1220). actives 0.66% (n = 190,000). recombinant PMI enzyme, coupled fluorescence intensity; higher % means a stronger effect. one-dose inhibition, % at 20 µM; IC50 in µM for titrated hits. Mannose-6-phosphate isomerase (Homo sapiens)
# K1F lysis inhibition: inhibition of K1F phage lysis, E. coli UTI89, bacterial capsule biogenesis inhibitors, alamar blue (AID 488966); E. coli UTI89 K1F phage lysis, alamar blue, 2 h; higher % means a stronger effect; inhibition, % at 100 µM; hits with a dose series show IC50 in µM; actives 0.02% (n = 340,000);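 active means phage lysis inhibition, versus mean bacterial control, above a set limit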;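 further: capsule biogenesis inhibitors block K1F phage lysis so surviving cells raise fluorescence; higher fluorescence means more inhibition of phage lysis; actives were called in the ten point dose series up to 300 µM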
# TNAP activators: human TNAP enzyme activators, primary screen, biochemical, luminescent, no phosphate acceptor, uHTS (AID 1001); purified TNAP, luminescent activation assay, no phosphate acceptor; higher activation fold means a stronger effect; Alkaline phosphatase, tissue-nonspecific isozyme (Homo sapiens); actives 0.03% (n = 200,000); activation fold at 20 µM, or EC50 in µM where a hit was titrated; in the data active means activation fold from about 3, or a potency from the dose series; inactive means the rest, 99 in 100 with activation fold below about 1.6; further: many of its hits are not listed in these tables
# P. falciparum M17LAP: P. falciparum M17LAP inhibitors, primary screen, biochemical, fluorogenic H-Leu-NHMec substrate, 1536-well (AID 1619); Leucine aminopeptidase (Plasmodium falciparum (isolate 3D7)); recombinant M17LAP, H-Leu-NHMec fluorogenic kinetic assay; higher % means a stronger effect; inhibition, % at 30 µM, or IC50 in µM where a hit was titrated; actives 0.38% (n = 220,000);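 active means compound inhibiting the enzyme by more than half at any dose during confirmatory dose-response retesting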;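 further: plate controls were full reaction with DMSO carrier for no effect and no enzyme background for full effect; strong numbers were not always called active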
# XIAP displacement: XIAP antagonists, biochemical, IAP family, fluorescence polarization (AID 1018); E3 ubiquitin-protein ligase XIAP (Homo sapiens); XIAP BIR domain, fluorescence polarization peptide displacement; higher % means a stronger effect; displacement, % at 20 µM, or IC50 in µM where a hit was titrated; actives 0.007% (n = 200,000); in the data active means displacement above about 50%; further: a part of the inactive calls stands beside numbers as strong as those of hits
# PMI inhibitors: inhibitors of human PMI, primary screen, biochemical, fluorescence intensity, coupled assay (AID 1209); actives 0.42% (n = 190,000); purified PMI enzyme, coupled fluorescence intensity; higher % means a stronger effect; one-dose inhibition, % at 20 µM; IC50 in µM for titrated hits;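 further: plate controls were DMSO vehicle for no effect and wells lacking substrate for full effect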
# Siah-1 displacement: Siah-1 peptide-binding antagonists, primary screen, biochemical, fluorescence polarization, rhodamine-plectin, uHTS (AID 1817); E3 ubiquitin-protein ligase SIAH1 (Homo sapiens); Siah-1 / rhodamine-plectin peptide fluorescence polarization; higher % means a stronger effect; displacement, % at 20 µM, or IC50 in µM where a hit was titrated; actives 0.02% (n = 290,000);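 active means displacement of at least 50% at 20 µM, with a fluorescence ratio check between 0.3 and a set limit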;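 further: plate controls were Siah plus tracer with DMSO for no effect and tracer alone without Siah for full effect; strong numbers were not always called active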
# Lipid droplet: inhibitors of hepatocyte lipid droplet formation, primary screen, imaging, high-throughput imaging, BODIPY stain. AID 1656, 2009. actives 0.4% (n = 240,000). inhibition, % at 6.5 µM. AML12 mouse hepatocytes, oleate lipid droplets;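 active means lipid droplet intensity inhibited by at least 50%, with more than 500 cells counted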
#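 Assay system: AML12 hepatocytes (mouse); Probe or stimulus: oleic acid at 100 µM to induce lipid droplet formation; Dosing: compound at 6.5 µM only; Schedule: compound with oleate, overnight; Detection: fluorescence imaging, 20x objective, two fields per well; Measure: % inhibition of lipid droplet signal.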
# M1AAP inhibition: P. falciparum M1AAP inhibitors, biochemical, fluorogenic H-Leu-NHMec substrate, 1536-well (AID 1445) | recombinant M1AAP, H-Leu-NHMec fluorogenic kinetic assay; higher % means a stronger effect | actives 0.42% (n = 220,000) | inhibition, % at 30 µM, or IC50 in µM where a hit was titrated | Aminopeptidase N (Plasmodium falciparum (isolate 3D7));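 active means primary inhibition above the hit cutoff, then over 50% inhibition at one or more dose response concentrations, cut at about 23% in these data, passing the limit was not always enough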;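 further: plate controls were DMSO full reaction for no effect and no enzyme background for full effect; strong numbers were not always called active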
# Lipid droplet cells 6.5 µM: recorded beside Lipid droplet, whose call it bears; cell count; measured here: cell count, cytotoxicity flag;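 cells counted across two imaged fields per well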
# * marks the source's active call; other numbers are inactive results; . = no result given; [ ] = dose if it differs, or a comment. Unless noted, no stated cut-off is given here; in the data, active means inhibition above about 50%; inactive means the rest.
SMILES,PMI inhibition,K1F lysis inhibition,TNAP activators,P. falciparum M17LAP,XIAP displacement,PMI inhibitors,Siah-1 displacement,Lipid droplet,Lipid droplet cells 6.5 µM,M1AAP inhibition
Cc1ccc(NC(=O)C(C)c2cccc(C(=O)c3ccccc3)c2)cc1O (stereo not given),18.4%,0.1%,1,-12.3%,-3.2%,9.3%,2.2%,-11.2,630,5.9%
CCOC(=O)C1=C(O)C(Nc2nc3ccccc3s2)(C(F)(F)F)N=C1C (stereo not given),14.2%,-0.1%,1,-3.6%,-0.8%,9.1%,-0.9%,.,.,13.9%
CC(=O)Nc1cccc(Oc2ncccc2[N+](=O)[O-])c1,.,0.0%,.,4.7%,.,.,-3.0%,11.0,724,2.6%
CCOC(=O)C1=C(CP(=O)(c2ccccc2)c2ccccc2)NC(=O)NC1c1ccc(OC)cc1 (stereo not given),12.9%,2.0%[50 µM],1,9.5%,-5.1%,18.8%,-1.3%,3.2,683,7.5%
COc1ccc(-c2ccc([C@H]3[C@H]4C=CC[C@@H](C)[C@@H]4C(=O)N3Cc3ccccc3)c(F)c2)cc1,.,1.5%,.,-10.9%,.,.,2.5%,-13.0,677,10.1%
COC(=O)c1ccc(S(=O)(=O)N2C3CCC2CC(NC(=O)NC2CCCCC2)C3)cc1 (stereo not given),3.4%,0.2%,1.1,-9.4%,-7.1%,6.7%,-0.6%,.,.,3.2%
CCCCOC(=O)Nc1nnc(SCCOc2ccc(C)cc2)s1,-6.1%,0.2%,1.1,-0.8%,-1.6%,2.8%,7.9%,9.2,689,6.7%
[O-]/C(=C(\C(=S)Nc1cccc2ccccc12)[n+]1ccccc1)c1ccc2c(c1)OCCO2,-72.4%,-0.1%,1,-4.3%,-7.0%,-40.1%,1.0%,7.9,781,3.7%
CCOC(=O)C(C)N1C(=O)S/C(=C/c2cc(C)n(-c3ccncc3)c2C)C1=O (stereo not given),36.1%,0.2%,1.2,13.7%,-8.9%,9.8%,4.1%,11.5,653,11.1%
Cc1ccccc1OCC(=O)OC(C)CN1CCN(C)CC1 (stereo not given),-12.9%,-0.1%,1.1,3.8%,-2.8%,-11.5%,2.9%,.,.,9.3%
Fc1ccc(COc2ccc3ccccc3c2CNc2nn[nH]n2)cc1,7.8%,-0.2%,1.1,-8.1%,-3.8%,0.0%,17.6%,1.9,666,5.8%
O=C(Nc1ccc(N2CCOCC2)cc1)c1cccc(S(=O)(=O)N2CCC(Cc3ccccc3)CC2)c1,10.5%,-0.2%,1,-6.0%,-9.0%,12.4%,1.1%,23.4,782,-0.2%
Clc1ccc2nc(N3CCCCC3)sc2c1,-2.2%,1.1%[50 µM],1,-9.3%,-7.6%,3.0%,-0.1%,-2.1,605,-2.9%
CC(O)[C@H]1CNC(=O)C(=O)N1CCc1cccc2ccccc12 (stereo not given in full),.,5.6%,.,-6.5%,.,.,11.5%,1.8,692,12.5%
CC(C)(C)NC(=O)CSc1nsc(SCC(=O)NC(C)(C)C)c1C#N,-6.3%,-0.9%,1.1,3.8%,-3.6%,-15.8%,1.6%,.,.,7.7%
CC(C)COc1ccc(/C(O)=C2/C(=O)C(=O)N(CCN(C)C)C2c2ccncc2)cc1 (stereo not given),3.7%,0.0%,1.1,11.3%,-2.7%,-2.3%,1.5%,.,.,8.6%
CC(C(=O)N1CCOCC1)c1ccc([N+](=O)[O-])cc1 (stereo not given),2.5%,0.8%,0.9,-3.8%,2.7%,6.5%,4.2%,8.6,678,4.6%
Cc1ccc(C(=O)/C=C/c2ccccc2)o1,5.3%,0.1%,1,13.2%,-2.6%,10.6%,-3.5%,7.0,860,7.3%
Cc1ccc(Cl)cc1N=C(N)N=C(N)N,-0.9%,0.3%,1.1,-2.1%,-2.3%,2.0%,-2.0%,3.5,640,4.0%
C=CCSc1nsc(N)n1,-8.3%,0.3%,1,-1.0%,-3.7%,-17.2%,-0.5%,.,.,-1.2%

# Whole records from above. Screens in order: PMI inhibition	K1F lysis inhibition	TNAP activators	P. falciparum M17LAP	XIAP displacement	PMI inhibitors	Siah-1 displacement	Lipid droplet	Lipid droplet cells 6.5 µM	M1AAP inhibition
# CCCCOC(=O)Nc1nnc(SCCOc2ccc(C)cc2)s1 in the list: -6.1%	0.2%	1.1	-0.8%	-1.6%	2.8%	7.9%	9.2	689	6.7%
# CC(O)[C@H]1CNC(=O)C(=O)N1CCc1cccc2ccccc12 (stereo not given in full) in the list: .	5.6%	.	-6.5%	.	.	11.5%	1.8	692	12.5%
# CC(C(=O)N1CCOCC1)c1ccc([N+](=O)[O-])cc1 (stereo not given) in the list: 2.5%	0.8%	0.9	-3.8%	2.7%	6.5%	4.2%	8.6	678	4.6%
# Cc1ccc(Cl)cc1N=C(N)N=C(N)N in the list: -0.9%	0.3%	1.1	-2.1%	-2.3%	2.0%	-2.0%	3.5	640	4.0%

# New compounds follow:
SMILES,PMI inhibition,K1F lysis inhibition,TNAP activators,P. falciparum M17LAP,XIAP displacement,PMI inhibitors,Siah-1 displacement,Lipid droplet,Lipid droplet cells 6.5 µM,M1AAP inhibition
CC(C)C(=O)NC(=S)Nc1ccc(S(=O)(=O)N2CCCC2)cc1,2.9%,1.4%,1,-2.1%,-1.6%,2.0%,-5.8%,25.9,669,7.5%
COc1ccc(-c2cc(C(F)(F)F)nc(SCC(=O)NCc3ccco3)n2)cc1OC,-22.3%,6.1%,1,-11.0%,-14.3%,-18.9%,-2.3%,-14.1,736,8.7%
COC(=O)c1[nH]c2c(c1C)C(=O)CC(c1cc(OC)ccc1OC)C2 (stereo not given),5.7%,-2.6%,1.1,8.3%,0.8%,4.0%,11.7%,14.5,588,8.5%
CN(C)/C=C/C(=O)c1c(F)cccc1F,.,0.5%,.,12.8%,.,.,-2.7%,0.7,651,7.8%
CC(OC(=O)C1CCCCC1)c1nc2ccccc2[nH]1 (stereo not given),4.1%,0.2%[50 µM],1.3,-4.0%,-10.6%,10.7%,-0.7%,-6.9,661,-1.4%
CC[n+]1ccc(/C=C2\Sc3ccccc3N2CCCS(=O)(=O)[O-])c2ccccc21,9.4%,-1.9%,1,5.6%,2.2%,8.2%,-0.4%,8.2,712,21.9%
CC(=O)OC(C(=O)n1nc(C)cc1C)c1ccccc1 (stereo not given),10.7%,1.1%,1.1,1.6%,0.5%,6.6%,0.7%,-10.6,743,-0.1%
S=C1SCN(Cc2ccco2)CN1Cc1ccco1,.,0.1%,.,3.4%,.,.,11.6%,-6.0,601,3.4%
CCc1ccccc1NC(=S)N(CCCN1CCOCC1)Cc1ccccn1,-7.1%,11.8%[50 µM],1.1,-12.4%,-5.4%,-9.4%,0.7%,1.4,656,0.5%
CCOC(=O)c1c(NC(C)=O)sc2c(OCCN(CC)CC)c(Br)ccc12,20.4%,0.9%,1.1,0.1%,-6.7%,16.6%,2.4%,-23.8,718,4.6%
COc1c(C)cc(Br)cc1C(=O)Nc1ccccc1N1CCN(C(=O)c2ccccc2)CC1,12.1%,0.1%,1.1,0.6%,-2.8%,18.2%,15.5%,.,.,1.5%
COc1ccc(C(=O)NC(=S)Nc2ccc(N3CCN(C(C)=O)CC3)cc2)cc1[N+](=O)[O-],.,-0.3%,.,3.4%,.,.,3.2%,6.9,724,14.5%
CCOC(=O)c1cc2sc(C)cc2n1CC(=O)N1CCc2ccccc21,7.4%,0.1%,1.1,-8.3%,-1.9%,13.3%,1.2%,-22.3,731,1.2%
CCC(=O)N1CCCn2c1nc1ccccc12,-7.7%,1.2%,1.1,8.9%,2.6%,-8.4%,-0.2%,6.8,732,0.9%
COc1ccc(Cl)c(Cn2c(NCc3ccco3)nc3c2c(=O)n(C)c(=O)n3C)c1,-2.0%,0.2%,1.1,1.0%,1.0%,4.7%,-3.4%,-25.1,697,2.7%
Cc1cc(C(=O)N2CCN(C(=O)C3CCCO3)CC2)no1 (stereo not given),14.6%,-2.6%,1.1,8.7%,-5.6%,11.7%,-2.2%,-6.9,677,-5.3%
COc1ccc(-c2ncncc2-c2csc(C)n2)c(O)c1,12.3%,0.6%,1.1,11.6%,-1.9%,13.7%,1.5%,-39.1,661,8.8%
CCOC(=O)c1[nH]c(C)c(CN(CCc2ccccc2)S(C)(=O)=O)c1C,-5.7%,-0.3%,0.8,6.0%,-3.2%,0.1%,-2.9%,.,.,11.1%
Cc1[nH]c2ccccc2c1C(=O)CSc1nncn1C,-3.4%,0.0%,1.1,8.6%,1.7%,-8.4%,-2.3%,1.7,498,-4.2%
C(=N\NCc1ccccc1)/c1ccc2nccnc2c1,.,.,.,16.4%,.,.,-1.4%,-1.3,725,1.6%
O=C(Nc1ccccc1N1CCOCC1)c1ccc(Br)o1,-6.9%,0.0%,1.1,-6.0%,-0.9%,3.8%,-2.8%,2.0,729,6.2%
O=C(O)c1ccc(/C=N/O)cc1,.,0.0%[50 µM],.,1.9%,.,.,-4.6%,12.5,683,1.8%
CCCCC(C(=O)O)C(C)CC(=O)Nc1cccc(C(=O)O)c1 (stereo not given),6.0%,-0.1%,1,0.1%,-6.1%,-4.0%,-1.1%,.,.,1.2%
COc1cc(NC(=O)COC(=O)C=C(C)C)c(C)cc1[N+](=O)[O-],12.2%,0.1%,1,5.3%,-15.9%,7.5%,-0.9%,15.2,703,6.2%
NS(=O)(=O)c1ccc2c(c1)oc(=O)c1cc(S(N)(=O)=O)ccc12,25.4%,-0.2%,0.8,5.4%,-7.8%,6.6%,-2.3%,-6.7,713,7.5%
CC(=O)N1CCOCCOCCN(C(C)=O)CCOCC1,2.3%,0.0%,1,14.8%,2.4%,3.3%,-2.7%,-25.5,701,7.4%
O=C(O)/C=C/c1ccccc1[N+](=O)[O-],.,0.0%,.,18.1%,.,.,8.9%,-6.6,666,8.8%
COc1cccc(CN2C(=O)CCC2(C)C(=O)NC2CCCCCC2)c1 (stereo not given),0.4%,0.3%,1,10.2%,-2.0%,4.0%,-1.3%,.,.,-2.2%
CCn1nc(C)c(CNC(=O)CCc2nnc(Cc3c[nH]c4ccccc34)o2)c1C,-6.0%,0.2%,1.1,4.2%,-2.2%,4.0%,6.7%,-4.4,673,8.8%
CCOC(=O)c1ccc(NC(=O)CSc2nnc(CNc3ccc(C)cc3)n2C)cc1,11.2%,2.6%,1,-10.4%,-4.0%,9.3%,5.8%,-13.2,739,-0.6%
COc1ccc(Br)cc1/C=C/C(=O)Nc1ccc2ccccc2c1,31.6%,0.6%,1.2,12.9%,-2.6%,26.0%,6.1%,52.2*,624*,6.0%
